Compound activity (PubChem)
Tau fluor counter – counter-screen for tau fibril formation inhibitors; tau K18 P301L Alexa594 fluorescence, heparin fibrillization; Potency, µM (series often up to 57.7 µM), inactives show top-dose activity change, negative = decrease; 280,000 compounds, 0.93% hits; further: on the % scale 0 is the no-effect control and ±100 the full control effect; nearly all actives have a fitted effect of over 55% in size
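Human K18 P301L tau (15 uM unlabeled plus 0.24 uM Alexa 594-labeled, final) in 100 mM sodium acetate pH 7 was mixed with compound and 20 uM heparin and incubated 6 hr at 37 C.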
Tau FP inhib – inhibitors of human tau fibril formation; P10636; K18 P301L tau heparin fibrillization, Alexa594 FP, 6 h; Potency, µM (top dose mostly 57.7 µM), inactives show top-dose activity, negative = inhibition, most hits filed as inhibitors; 280,000 compounds, 0.39% hits; AID 1468; further: on the % scale 0 is the no-effect control and ±100 the full control effect; nearly all actives have a fitted effect of over 55% in size
Target sequence (P10636 561-689 P618L limits assumed): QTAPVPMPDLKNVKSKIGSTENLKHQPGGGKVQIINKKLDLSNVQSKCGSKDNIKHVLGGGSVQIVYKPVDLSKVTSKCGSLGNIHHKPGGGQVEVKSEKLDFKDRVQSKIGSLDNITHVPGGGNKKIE
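Steps: dispense K18 P301L tau (15 uM plus 0.24 uM Alexa 594 tracer, final) in pH 7 sodium acetate; add compound; add heparin (20 uM final); incubate 6 hr, 37 C; add ThT (30 uM final); after 1 hr ambient, read FP.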
Tau fibril ThT – tau fibrillization inhibition (ThT binding) | P10636 | recombinant tau K18 P301L (four-repeat tau fragment), heparin-induced fibrillization, ThT fluorescence | Potency, µM (series often up to 57.4 µM), for inactives: top-dose activity, negative = inhibition, actives largely listed as inhibitors | 270,000 compounds, 2.1% hits; further: on the % scale 0 is the no-effect control and ±100 the full control effect; nearly all actives have a fitted effect of over 55% in size
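Heparin-induced (20 uM) aggregation of recombinant human K18 P301L tau, 15 uM unlabeled with 0.24 uM labeled, pH 7 acetate buffer, 6 hr at 37 C with compound. Fibrils quantified by 30 uM ThT fluorescence after 1 hr ambient incubation.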
RECQ1 inh – inhibitors of human RECQ1 DNA helicase. P46063. RECQ1 DNA unwinding, red fluorescence kinetic read. Potency, µM (doses to about 57.3 µM), for inactives: at the top dose activity, negative = inhibition, hits mostly inhibitors. 240,000 compounds, 0.54% hits. AID 2549;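 further: plate controls were vehicle for no effect and no enzyme for full effect; nearly all actives have a fitted effect of over 30% in size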
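50 nM RECQ1T1 preincubated 15 min with compound in Tris pH 8.0 buffer with MgCl2, DTT, Tween-20 and 2.5 ug/ml poly(dI-dC); started with 200 nM TAMRA/BHQ-2 forked duplex and 2 mM ATP. Unwinding read as fluorescence (525/598 nm), two reads 2 h apart.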
TR SRC2 fluor cs – counter-screen for TRb-SRC2 inhibitors: fluorescence interference | TRb/SRC2 Texas Red total fluorescence interference | AID 1479 | 280,000 compounds, 0.29% hits | Potency, µM (highest dose often 106 µM), for the others: at the top dose fluorescence change, negative = quenching; active means well fitted curve in either direction with a large enough effect; inconclusive means small, poorly fitted or top-dose-only effect; further: on the % scale 0 is the no-effect control and ±100 the full control effect
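Flags fluorescent or light-absorbing compounds by total fluorescence, S + 2P, at 555 nm excitation and 632 nm emission. Mixture: 20 nM Texas Red SRC2 peptide, 0.6 uM human TRb LBD, 1 uM T3, 5% DMSO; compound exposure 5 h at ambient temperature.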
L3MBTL1 block – blocks human L3MBTL1 | AID 485360 | Q9Y468 | AlphaScreen L3MBTL1–H3K9me1 peptide binding | Potency, µM (top dose mostly 57.1 µM), for inactives: at the highest dose activity, negative = inhibition, hits mostly inhibitors | 230,000 compounds, 0.66% hits; further: on the % scale 0 is the no-effect control and ±100 the full control effect; nearly all actives have a fitted effect of over 60% in size
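L3MBTL1 (50 nM) pre-complexed 30 min with biotinylated H3(1-15)K9me1 peptide (75 nM), then compounds added for 30 min at room temperature; AlphaScreen streptavidin donor/nickel chelate acceptor beads (10 ug/mL final) read after 30 min dark incubation.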
HTT ATP protect – protects HTT-Q103 PC12 cells, measured by ATP; PC12 HTT-Q103 induced, cytoprotection, ATP luminescence, 40 h; Potency, µM (titrated, usually from 56.4 µM), without a hit: cytoprotection (ATP increase), most hits filed as activators; 230,000 compounds, 0.14% hits; AID 1471;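 further: % of control where 0% means no effect; nearly all actives have a fitted effect of over 45% in size; toxic huntingtin expression switched on by the ecdysone agonist tebufenozide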
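Compounds added alongside 100 nM tebufenozide, which induces toxic Q103 huntingtin exon 1-GFP in stable PC12 cells; surviving cells quantified by luminescent ATP measurement. Medium: phenol red-free DMEM, 5% equine and 5% calf serum.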
TRb-SRC2 inh – disrupts binding of human TR beta to SRC2; TRbeta-SRC2 peptide binding, fluorescence polarization; receptor liganded with 1 µM T3; Potency, µM (highest dose often 106 µM), for the others: top-dose activity change, negative = inhibition, actives largely listed as inhibitors; 280,000 compounds, 0.065% hits; AID 1469;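 further: plate controls were bound peptide for no effect and peptide without receptor for full effect; nearly all actives have a fitted effect of over 50% in size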
Target sequence (P10828 whole entry, looked up): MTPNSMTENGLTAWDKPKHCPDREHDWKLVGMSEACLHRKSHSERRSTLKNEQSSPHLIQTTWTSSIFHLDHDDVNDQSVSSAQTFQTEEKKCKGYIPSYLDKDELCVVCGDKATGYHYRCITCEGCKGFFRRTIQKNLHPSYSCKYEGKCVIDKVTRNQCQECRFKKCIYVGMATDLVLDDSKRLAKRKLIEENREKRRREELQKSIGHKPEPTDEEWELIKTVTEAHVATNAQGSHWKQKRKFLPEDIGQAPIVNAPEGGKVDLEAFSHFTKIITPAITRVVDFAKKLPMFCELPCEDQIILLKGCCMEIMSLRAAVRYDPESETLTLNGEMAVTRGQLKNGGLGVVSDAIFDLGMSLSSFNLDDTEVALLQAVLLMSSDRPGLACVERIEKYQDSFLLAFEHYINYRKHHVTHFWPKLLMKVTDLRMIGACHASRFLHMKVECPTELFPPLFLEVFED
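Human TRb LBD (0.6 uM) plus Texas Red-labeled SRC2 peptide (20 nM), 1uM T3, 5% DMSO, 5 hr at ambient temperature. Decreased polarization (555/632 nm) flags inhibition; data normalized to free and bound peptide controls.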
* marks the source's active call; other numbers are inactive results; i = inactive; ? = inconclusive; · = not tested or not shown; & = joins results of further samples; [ ] = remark or other dose. Unless noted, the call rests on the fitted dose curve; in most records, active means well fitted curve in the direction sought with a large enough effect; inconclusive means small, poorly fitted or top-dose-only effect, or another doubt; inactive means no such curve, though single readings can be large; an effect the other way counts as inactive or inconclusive. Potency means the concentration at half of the fitted maximal effect.

| mol | Tau fluor counter | Tau FP inhib | Tau fibril ThT | RECQ1 inh | TR SRC2 fluor cs | L3MBTL1 block | HTT ATP protect | TRb-SRC2 inh |
| --- | --- | --- | --- | --- | --- | --- | --- | --- |
| COc1cc(C)nc(N(C)S(=O)(=O)c2ccccc2Cl)n1 | -7% | -5% | -4% | -1% | -2% | -3%[11.4 µM] | 2% | -13% |
| Cc1cccc(NC(=O)/C(=C\c2ccco2)NC(=O)c2ccccc2)c1 | -10% | 4% | ? | i | -2% | · | 7% | -9% |
| Cc1ccccc1N(CC(=O)N/N=C/c1ccc(Cl)cc1)C(=O)c1ccccc1 | -25% | 3% | -16% | -11% | -1% | · | -67%[inhibitor] | 3% |
| Cc1ccc(CCNC(=O)CN2C(=O)COc3ccccc32)cc1 | -1% | 1% | -3% | -2% | 0% | · | 5% | -10% |
| O=C(N/N=C/c1ccco1)C12CC3CC(CC(C3)C1)C2 | -2% | 1% | -2% | -13% | -4% | · | -10% | -1% |
| CCN(CC)S(=O)(=O)c1ccc2oc(C(=O)Nc3ccc(OC)cc3OC)c(C)c2c1 | -30% | -1% | -14% | -12% | -1% | -1% | 0%[0.074 µM] | -5% |
| Cc1ccc(NC2=C(Cl)C(=O)OC2OC(=O)c2ccccc2)c(C)c1 (configuration not stated) | ? | -1% | ? | -18% | -2% | · | 9% | -1% |
| Cc1ccc(C(=O)O)cc1NC(=S)NC(=O)c1ccc(-c2ccccc2)cc1 | 10% | -4% | ? | 26% | -1%[53 µM] | -15% | -12%[10 µM] | 4%[53 µM] |
| CCCCOC(=O)C1[C@H]2C(=O)N(c3ccccc3CC)C[C@]23C=C[C@H]1O3 (some centres not stated) | 6% | 5% | 6% | -9% | 2% | -4% | -7% | -9% |
| CN(C)S(=O)(=O)c1ccc(C(=O)NCc2ccccn2)cc1 | 8% | -4% | 6% | -9% | 0% | -6% | · | 0% |
| O=C(Cn1cc2c(n1)CCCC2)NCc1ccccn1 | -7% | -9% | -16% | -10% | 3% | 3% | -12% | -4% |
| COc1ccc(CN(CC2CCCO2)S(=O)(=O)c2ccc(-n3cnnn3)c(OC)c2)cc1 (configuration not stated) | -11% | -3% | -5% | i | -8% | -3% | 39%[10 µM] | 5% |
| O=C(NCc1nc2ccccc2[nH]1)C1=C[C@@H](c2ccccc2)C[C@@H](OCc2ccc(CO)cc2)O1 | -15% | 0% | ? | -2% | 1% | 0% | 1%[10 µM] | -3% |
| Cc1c(O)c2c(=O)n(-c3ccccc3)c(-c3ccccc3)cc2oc1=O | 7% | 3% | 3% | -7% | 0% | -5% | · | 12% |
| CCOc1ccc(C2C=C(c3ccc(C)cc3)Nc3ncnn32)cc1 (configuration not stated) | -23% | 0% | -17% | i | -2% | 2% | -30% | 3% |
| COC(=O)[C@@H]1C[C@@]2(O)[C@@H](O)[C@@H](O)[C@@H](O)C[C@H]2N1CC1CC1 | -1% | 5% | 2% | -3% | -6% | · | -17% | 4% |
| CCOCCCn1c(SCC(=O)NC(C)C)nc2ccccc2c1=O | 3% | -3% | 3% | -3% | -3% | -3% | -15% | 2% |
| c1coc(-c2ccnc3ncnn23)c1 | -9% | 5% | -8% | -3% | 0% | -20% | -24% | -12% |
| O=C(NCCCN1CCN(c2ccc(F)cc2)CC1)c1cccc(N2CCCC2=O)c1 | -4% | -4% | -4% | -4% | 1% | 0% | 16%[10 µM] | -2% |
| CCN1CCN(c2c(Cl)cccc2NC(=O)c2ccc([N+](=O)[O-])cc2)CC1 | -1% | 7% | -4% | i | 4% | 3% | ? | 5% |
| COc1ccc(C2NC(=O)NC(O)(C(F)(F)F)C2C(=O)c2ccc(F)cc2)cc1 (configuration not stated) | 5% | 2% | -6% | -1% | -2% | 0%[11.4 µM] | 17% | -3% |
| Cn1c(CNc2cccc(C(F)(F)F)c2)n[nH]c1=S | 3% | -2% | 3% | -7% | 0%[53 µM] | -2% | -13%[10 µM] | -16%[53 µM] |
| CN(CCNC(=O)CN1C(=O)CSc2ccc(S(=O)(=O)N3CCCC3)cc21)Cc1ccccc1 | -19% | -6% | -11% | 2% | 2% | · | -37%[inhibitor] | -3% |
| O=C(O)c1ccc(C2Nc3ccccc3-c3nnc(SCc4ccc(Cl)cc4)nc3O2)cc1 (configuration not stated) | -5% | 6% | ? | · | -2% | · | · | -1% |
| CC(C)CCNS(=O)(=O)c1ccc(-c2ccc(S(=O)(=O)NCCC(C)C)cc2)cc1 | 2% | 5% | 3% | i | -2% | · | 0% | 2% |

Quoted at random: 5 records from the list.
| mol | Tau fluor counter | Tau FP inhib | Tau fibril ThT | RECQ1 inh | TR SRC2 fluor cs | L3MBTL1 block | HTT ATP protect | TRb-SRC2 inh |
| --- | --- | --- | --- | --- | --- | --- | --- | --- |
| CCOCCCn1c(SCC(=O)NC(C)C)nc2ccccc2c1=O | 3% | -3% | 3% | -3% | -3% | -3% | -15% | 2% |
| COC(=O)[C@@H]1C[C@@]2(O)[C@@H](O)[C@@H](O)[C@@H](O)C[C@H]2N1CC1CC1 | -1% | 5% | 2% | -3% | -6% | · | -17% | 4% |
| Cc1ccc(NC2=C(Cl)C(=O)OC2OC(=O)c2ccccc2)c(C)c1 (configuration not stated) | ? | -1% | ? | -18% | -2% | · | 9% | -1% |
| Cc1ccc(CCNC(=O)CN2C(=O)COc3ccccc32)cc1 | -1% | 1% | -3% | -2% | 0% | · | 5% | -10% |
| Cc1ccc(C(=O)O)cc1NC(=S)NC(=O)c1ccc(-c2ccccc2)cc1 | 10% | -4% | ? | 26% | -1%[53 µM] | -15% | -12%[10 µM] | 4%[53 µM] |

(more compounds)
| mol | Tau fluor counter | Tau FP inhib | Tau fibril ThT | RECQ1 inh | TR SRC2 fluor cs | L3MBTL1 block | HTT ATP protect | TRb-SRC2 inh |
| --- | --- | --- | --- | --- | --- | --- | --- | --- |
| C=CCN1CCc2c(cc(O)c(O)c2Br)[C@@H](c2ccccc2)C1 | -17%&-20% | 4%&3% | ? | -13%&-4% | 1%&-1% | · | -41% | 3%&3% |
| O=C1NC(=Nc2ccccc2)CS1 | -12% | 8% | -10% | -2% | -3% | 35%[activator] | -4%[10 µM] | -5% |
| O=C(Cn1nc2c(cc1=O)CCCC2)NCc1ccc(Cl)cc1 | -2% | -9% | 1% | · | ? | · | · | 0% |
| COc1cccc(C(=O)Nc2nc3ccccc3[nH]2)c1 | -11% | -2% | -20% | -7% | -3% | · | -113%[inhibitor] | -2% |
| CCCC1=C(C(=O)OCC)C(c2ccc(N(C)C)cc2)n2ncnc2N1 (configuration not stated) | -15% | 5% | -3% | -6% | -1% | -9% | 3% | 7% |
| Nc1c(C(=O)N2CCCCC2)sc(=S)n1-c1ccccc1 | -18% | ? | ? | -16% | -2% | -6% | 5%[10 µM] | -24% |
| Cc1cccc(C)c1OCCNC(=O)C(=O)NCc1ccco1 | -9% | -1%[2.34 µM] | -6% | i | -8% | 15% | 21%[10 µM] | -2% |
| Cc1ccc(NC(=O)ON=C2CCCC2)cc1 | -4% | 1% | -9% | -3% | 0% | 1% | 40%[10 µM] | 4% |
| O=C(Cc1ccc(-n2c(=S)[nH]c3ccccc3c2=O)cc1)N1CCN(c2ccccc2)CC1 | -23% | -3% | ? | -6% | -2% | · | 7%[10 µM] | 10% |
| CCCCC(CC)CN=C(N)NC(N)=NCCCCCCN=C(N)NC(N)=NCC(CC)CCCC (configuration not stated) | 1% | 8% | -6% | 14% | 0% | 8% | -170%[inhibitor] | 8% |
| COc1ccccc1/C=C\C(=O)O | -5% | -2% | 1% | 8% | 0% | · | -27% | 8% |
| COC(=O)c1cc(NC(=O)c2ccc(C)cc2)c(=O)oc1C | -9% | -2% | -17% | -2% | -1% | · | ? | 3% |
| CC(=O)Nc1ccc(-n2cnnn2)cc1 | -2% | -3% | -2% | -2% | 1% | 6% | 12%[10 µM] | -4% |
| Cc1cc2c(c(=O)n1CCN(C)C)C(c1ccc(Cl)cc1)C(C#N)=C(N)O2 (configuration not stated) | 6% | 5% | 1% | -2% | -5% | · | 5% | 2% |
| Cc1ccc(-c2onc(C)c2C)cc1S(=O)(=O)NCc1ccc(N(C)C)cc1 | ? | 17% | -5% | · | -2% | · | · | 2% |
| Cc1ccc(CNC(=O)C2CC(c3cccc([N+](=O)[O-])c3)=NO2)o1 (configuration not stated) | -15% | 11% | ? | i | -1% | -1% | -6% | 0% |
| CCOc1ccc(Nc2nc3cc(S(=O)(=O)N(CC)CC)ccc3o2)cc1 | ? | 10% | ? | -3% | -1% | · | -15% | 13% |
| COc1ccccc1OCCC(=O)OCC(=O)Nc1ccc(Br)cc1 | -3% | -12% | 1% | 1% | 2% | 7% | -20%[10 µM] | 4% |
| O=C(c1cc(=O)c2cc(Cl)ccc2o1)N(Cc1ccccc1)C1CCS(=O)(=O)C1 (configuration not stated) | 0% | 0% | 4% | · | 5% | · | · | 6% |
| O=C(O)/C=C\C(=O)NCc1cccnc1 | 0% | -5% | -3% | -1% | 1% | 13% | 13% | 7% |
| C[C@@H]1CC=C[C@H]2[C@H]1C(=O)N(Cc1ccccc1)[C@H]2c1ccc2ccccc2c1/C=C/c1ccccc1 | 6% | 4% | -3% | -3% | 1% | · | 2%[10 µM] | -7% |
| Cn1c(=O)c2c(nc(NCC3CCCO3)n2Cc2ccccc2)n(C)c1=O (configuration not stated) | -6% | 1% | -7% | i | 2% | -24% | -2%[10 µM] | -5% |
| COc1ccccc1C(=O)NNC(=O)c1cccc([N+](=O)[O-])c1 | -1% | -14% | 5% | i | 0% | 36% | -19%[10 µM] | 3% |
| CC1(O)CC(=O)N(c2ccccc2)O1 (configuration not stated) | -1% | -4% | -11% | -9% | -1% | 0% | 5% | -3% |
| CCOC(=O)c1c(NC(=S)Nc2cccnc2)sc(C)c1C | -26% | -12% | -5% | i | -4% | · | -29% | -1% |

Some of the compounds tested; the hit share may differ from the screen's.
